Mot1-301 SUMO – blocks SUMOylation pathway, rescuing yeast Mot1-301 growth. 320,000 tested, 1% active. S. cerevisiae Mot1-301 growth rescue, ATP luminescence, 38.5C; percent above DMSO median, 100 means doubled. growth rescue, % at 18.8 µM;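 active means every valid replicate shows activation above 250% relative to neutral control wells; inactive means the rest, any valid replicate at or below 250%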;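 further: OY570 slx delta 5 strain wells were the positive control but not used for scaling; some compounds called inactive have numbers as strong as hits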
Ecoli viability – reduces bacterial viability in AddAB counter-screen. inhibition, % at 11.9 µM. E. coli V3065 growth, OD600 absorbance, 18 h. AID 449728. 330,000 tested, 0.27% active;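 active means inhibition above the campaign's mean inhibition across all tested compounds plus 3 SD, cut at about 9.9% in these data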;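 further: uninfected addAB+ strain grown without phage in ampicillin broth; 0% = DMSO wells and 100% = ciprofloxacin 0.95 µg/ml wells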
HTR5A ag – counter-screen for OPRM1-OPRD1 agonists: human HTR5A agonism; activation, % at 9.3 µM; 340,000 tested, 0.61% active; P47898; AID 504692; HTR5A agonist assay, luminescence, cell-based; in the data active means activation mostly above about 9.5%, no sharp cut-off; inactive means mostly below about 7.6%;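 further: 0% = cells with vehicle only and 100% = reference agonist; strong numbers were not always called active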
PKA-R1A activ – PKA-R1A complex activation. AID 504707. activation, % at 11.4 µM. 340,000 tested, 0.083% active. PKA-R1A dissociation, Cy5-IP20 fluorescence polarization; scaled: DMSO 0%, 113 µM cGMP 100%. P00514+P68181;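 active means percent activation above the mean of all tested compounds plus 3 SD, cut at about 19% in these data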;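 further: higher means more PKAc released from R1A so a rise in polarization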
DSG3 Ab inh – blocks pemphigus antibody binding to human desmoglein-3 | P32926 | DSG3-coupled beads, scFv-anti-DSG3-GFP binding, flow cytometry; hits give low values | binding (percent of control), % at 10 µM | 310,000 tested, 0.48% active;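 active means binding more than 3 SD below its plate's average and above zero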;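 further: hits lower antibody fragment binding to DSG3; some compounds called inactive have numbers as strong as hits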
HTR5A inv ag – HTR5A inverse agonism, opioid heterodimer counter-screen. 340,000 tested, 0.083% active. inhibition, % at 9.3 µM. HTR5A cell line, luminescence. AID 504634. P47898; in the data active means inhibition mostly above about 23%, no sharp cut-off; inactive means mostly below about 18%;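 further: 0% = cells with DMSO and 100% = no-cell wells with DMSO; some compounds called inactive have numbers as strong as hits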
OPRM1-OPRD1 ag – OPRM1-OPRD1 heterodimerization agonism; activation, % at 9.3 µM; AID 504326; 340,000 tested, 0.3% active; P35372+P41143; cells, luminescence; in the data active means activation above about 18%;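 further: 0% = vehicle-treated cells and 100% = reference agonist; values of inactives mirror those of a sister screen read the other way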
Target sequence (P35372 whole entry, looked up): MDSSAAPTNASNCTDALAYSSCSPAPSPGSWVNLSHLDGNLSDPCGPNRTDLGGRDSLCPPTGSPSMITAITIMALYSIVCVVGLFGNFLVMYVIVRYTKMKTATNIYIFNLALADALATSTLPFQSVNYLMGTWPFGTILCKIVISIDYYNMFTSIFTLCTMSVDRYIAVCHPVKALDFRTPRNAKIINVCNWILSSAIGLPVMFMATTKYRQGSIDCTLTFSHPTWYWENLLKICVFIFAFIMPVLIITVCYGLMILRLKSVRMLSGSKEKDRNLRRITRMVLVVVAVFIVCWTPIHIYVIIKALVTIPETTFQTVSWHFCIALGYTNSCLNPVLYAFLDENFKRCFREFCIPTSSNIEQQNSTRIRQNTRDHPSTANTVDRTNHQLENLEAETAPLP
Target sequence (P41143 whole entry, looked up): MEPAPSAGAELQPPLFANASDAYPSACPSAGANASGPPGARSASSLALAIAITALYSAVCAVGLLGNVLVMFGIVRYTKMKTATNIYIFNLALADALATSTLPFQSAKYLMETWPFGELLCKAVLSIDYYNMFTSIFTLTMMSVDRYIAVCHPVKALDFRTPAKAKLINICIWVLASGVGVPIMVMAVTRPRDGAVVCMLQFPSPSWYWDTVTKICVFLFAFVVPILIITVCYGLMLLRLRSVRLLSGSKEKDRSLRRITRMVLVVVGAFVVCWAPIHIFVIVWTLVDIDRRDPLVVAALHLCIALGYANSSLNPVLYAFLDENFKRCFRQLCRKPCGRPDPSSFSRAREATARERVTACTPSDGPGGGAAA
phage Ecoli inh – E. coli growth loss with phage present. 360,000 tested, 0.26% active. inhibition, % at 11.9 µM. growth absorbance; in the data active means inhibition above about 11%
AddAB inh – less growth of phage-infected E. coli with AddAB; E. coli expressing H. pylori AddAB, absorbance growth; inhibition, % at 11.9 µM; AID 435030; 330,000 tested, 0.29% active; in the data active means inhibition above about 12%;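 further: 0% = vehicle wells of infected cells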
MOR-DOR inv ag – inverse agonists of human mu-delta opioid receptor heterodimerization | P35372+P41143 | cell-based MOR-DOR heterodimer luminescence, inverse agonism | AID 504357 | inhibition, % at 9.3 µM | 340,000 tested, 0.21% active; in the data active means inhibition above about 22%, passing the limit was not always enough;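 further: 0% = cells with DMSO and 100% = wells without cells with DMSO; values of inactives mirror those of a sister screen read the other way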
PfHsp90 set2 – inhibits growth of yeast expressing Plasmodium falciparum Hsp90 | S. cerevisiae expressing PfHsp90, BacTiter-Glo ATP, 48 h; yeast lacking PDR1 and PDR3 efflux regulators | inhibition, % at 9.4 µM | 310,000 tested, 0.32% active | AID 504621;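 active means every replicate shows inhibition above about 80%, whatever the replicate mean, limit read from the data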;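 further: 0% = DMSO neutral controls and 100% = 20 µM radicicol positive controls; yeast relying on Plasmodium falciparum Hsp90 in place of its own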
* hit, by the source's call; · = not tested or not shown.

SMILES	Mot1-301 SUMO	Ecoli viability	HTR5A ag	PKA-R1A activ	DSG3 Ab inh	HTR5A inv ag	OPRM1-OPRD1 ag	phage Ecoli inh	AddAB inh	MOR-DOR inv ag	PfHsp90 set2
CC(=O)Nc1ccc(NC(=O)c2ccc(Cn3cc(Cl)cn3)cc2)cc1	-2.2	-0.1	-3.5	8.6	101.0	9.0	-1.1	4.8	4.2	5.5	-9.9
CC(C)c1ccc(NC2CCCN(C(=O)C3=NN(C)C(=O)CC3)C2)cc1 (stereo unspecified)	-8.2	-0.9	9.5	3.7	102.2	8.1	-2.0	2.8	1.9	10.4	11.4
Cc1ccccc1NC(=O)COc1ccc(Br)cc1C	6.5	-3.5	5.1	6.5	97.3	-12.9	0.1	4.4	-3.3	-0.6	-9.6
CCC(C)NC(=O)CNC(=O)c1nn(-c2ccc(OC)cc2)c(=O)c2ccccc12 (stereo unspecified)	25.0	-2.6	-1.8	3.1	99.8	6.7	-2.3	0.0	-1.3	11.6	-18.5
CCCCC(O)(CCCC)C(=O)NN(C(=O)CCl)c1ccccc1	68.4	-0.5	-1.0	0.2	105.5	3.7	-1.8	2.1	9.4	9.1	17.8
CC1CC(C)CN(CC(=O)NCCc2ccc(S(N)(=O)=O)cc2)C1 (stereo unspecified)	1.6	3.0	0.2	-11.1	112.6	-12.8	-3.9	5.7	-0.5	18.9	·
COc1ccc(-c2noc(-c3ccco3)n2)cc1OC	15.4	0.2	-2.9	-6.7	110.1	6.0	-3.1	1.6	-0.5	15.4	-0.7
CCCc1ccc(C(=O)NNC(=O)c2ccc(Cl)cc2)cc1	7.7	-1.2	4.4	1.9	89.7	-10.2	0.8	-0.3	0.8	-4.3	16.7
Brc1c(-c2ccccc2)nc2n1Cc1ccccc1-2	-3.6	-1.4	-3.0	1.0	88.1	15.9	1.4	3.7	2.3	-7.1	-27.8
COc1cc(/C=N/NC(=O)/C(=C\c2ccc([N+](=O)[O-])cc2)NC(=O)c2ccccc2)cc(OC)c1O	99.2	-3.8	1.5	-14.0	·	-0.4	2.6	3.9	-1.1	-15.2	·
Cc1ccc(C(=O)COC(=O)c2ccc(Br)o2)cc1C	18.9	2.3	0.7	5.0	87.1	-1.4	1.1	3.7	2.7	-6.3	·
COCc1cc(CN(C)C(=O)c2oc3c(F)cccc3c2C)[nH]n1	0.4	-0.8	-1.1	-3.9	105.6	16.4	-3.8	-1.4	1.0	20.3	2.7
NC(=O)c1ccccc1N/C=C/C(=O)c1ccccc1	-18.1	-1.3	-1.1	-4.9	104.2	-4.3	0.6	0.7	0.9	-3.1	5.4
O=C(Cc1cccs1)Nc1nnc(COc2ccccc2)s1	-20.6	0.4	1.1	-3.0	104.9	-8.7	-0.1	2.0	2.5	0.4	·
COc1ccc(CNC(=S)N/N=C/c2ccc(O)c(OC)c2)cc1	-5.3	1.3	0.1	-2.5	102.5	4.5	-0.5	1.0	-2.8	2.7	-44.7
Cc1cccc(NS(=O)(=O)c2cn(C)c(=O)n(C)c2=O)c1C	-12.7	2.6	-0.4	3.1	106.9	2.5	-0.9	3.0	-0.6	5.2	2.5
CCc1ccccc1S(=O)(=O)Cc1ccc(C(=O)NCc2cccs2)o1	9.6	1.9	-1.6	5.9	88.7	4.4	0.5	5.9	2.5	-3.5	·
CCN(CCCNC(=O)CNC(=O)c1nn(-c2ccc(OC)c(OC)c2)c(=O)c2ccccc12)c1ccccc1	3.3	-1.6	0.6	3.8	·	-1.7	1.0	2.2	3.6	-7.3	-9.7
COC(=O)/C=C\C(C#N)(C#N)N=Cc1ccc(OC)cc1	·	·	0.6	5.5	·	-2.4	-0.8	2.5	·	3.8	9.5
C/C(CC(=O)Nc1ccc(Cl)cc1Cl)=N\NC(=O)c1ccco1	9.8	0.8	1.4	9.4	103.9	-3.6	-2.7	2.0	-1.8	14.3	12.5
CCc1ccccc1NS(=O)(=O)c1cc2c(cc1C)n(C)c(=O)c(=O)n2C	-0.9	-3.1	2.4	-0.5	111.0	-6.3	-3.6	2.0	4.2	17.9	-4.8
CN1CCC[C@@H]1CCNC(=O)c1cccc2c1C(=O)c1ccc(N3CCCC3)cc1S2(=O)=O	7.9	-0.5	0.2	-0.1	118.1	5.0	-2.2	1.1	1.6	10.1	-5.5
Cc1cc(C(C)(C)C)oc1C(=O)OCC(=O)NC1CCCCC1	-0.8	2.0	8.7	2.9	101.6	2.6	4.1	1.3	2.3	-22.5	-1.8
Cc1ccc(NCC(=O)N/N=C\c2cccc(O)c2)cc1	2.2	1.3	0.3	-7.1	102.0	-0.8	-2.2	3.4	1.8	11.0	0.5
CC(=O)NC1CCC(OC(=O)Nc2ccccc2)CC1 (stereo unspecified)	·	·	-1.5	-10.3	121.7	6.0	-1.2	3.0	·	6.3	9.9
COc1ccccc1NC(=O)CCCCC(=O)Nc1ccccc1OC	4.5	0.8	-2.2	-15.8	97.2	8.0	-1.8	0.2	0.6	8.8	5.6
COc1ccc(CN2CCNC(=O)C2CC(=O)NC2CCOCC2)cc1C (stereo unspecified)	·	·	-4.9	2.2	110.7	12.5	-1.0	1.5	·	4.0	-6.0
O=C(Nc1ccc(-c2nnn(CC(=O)N3CCN(C(=O)c4ccco4)CC3)n2)cc1)c1ccc(F)cc1	-5.4	-0.7	9.1	-19.8	96.7	-24.8	-2.2	0.6	-0.5	11.5	-13.1
Cc1ccc(NC(=O)CN2C(=O)NC(C)(C3CC3)C2=O)cc1S(=O)(=O)N1CCCCC1 (stereo unspecified)	-22.9	-1.1	6.5	-9.4	96.9	4.3	-2.8	1.6	1.0	11.3	-5.8
CCOC(=O)c1ccccc1NC(=O)c1cccs1	41.2	0.6	-0.8	-8.2	102.0	-5.5	4.6	3.9	-0.2	-23.2	-23.8
c1ccc(CSc2ncnc3c2cnn3Cc2ccccc2)cc1	13.0	-1.6	6.8	-7.6	105.4	-18.8	3.8	1.6	1.1	-16.6	7.4
CC(C)c1ccc(S(=O)(=O)N2CCN(C(=O)c3cccc(F)c3)CC2)cc1	-1.9	-0.5	-2.1	-2.9	98.9	6.2	0.3	3.0	3.2	-1.6	11.7
Cc1ccccc1NC(=O)C1C2CCCC1C2c1ccccc1 (stereo unspecified)	·	0.8	0.7	-3.0	95.5	-7.0	-1.7	2.2	-0.6	10.2	3.2
ON1C2CCCCC2N(O)C1c1c(F)c(F)c(F)c(F)c1F (stereo unspecified)	20.1	-2.0	3.9	1.9	73.5	-0.5	-4.8	2.0	-1.0	26.2	·
Cc1csc(NC(=O)CSc2nnc(-c3ccccn3)n2-c2ccc(C)c(C)c2)n1	-17.6	-0.6	1.8	-1.5	92.1	3.9	-0.3	0.5	-2.9	1.3	-18.7
Cc1ccc2c(c1)c1c3n2CCN(C(=O)Cn2c(-c4ccccc4)noc2=O)C3CCC1 (stereo unspecified)	5.1	-1.5	5.6	8.7	99.3	-18.1	1.9	3.1	-0.6	-10.4	-47.8
CCC(c1nnnn1CCOC)N1CCN(c2nc3ccccc3s2)CC1 (stereo unspecified)	86.0	0.5	-1.9	8.0	96.4	4.8	-1.5	3.7	3.1	8.8	5.6
Cc1ccc(N2C(=O)C(Cl)=C(NCc3ccccc3)C2=O)c(C)c1	7.3	-0.9	-1.0	-5.7	108.0	-17.1	6.8	-2.3	3.8	-28.1	13.8
CSCCC(NS(=O)(=O)c1ccc(C)cc1)C(=O)NCCc1c[nH]c2ccccc12 (stereo unspecified)	7.6	3.2	4.2	11.1	107.0	5.3	-2.2	·	4.2	11.8	16.5
CN1CC(=O)N2[C@H](c3ccc4c(c3)OCO4)c3[nH]c4ccccc4c3C[C@@H]2C1=O	24.4	-1.3	3.4	2.2	114.6	-41.0	0.8	2.6	-3.0	-4.6	6.6

The list goes on; it opens with the three that closed the last part.
SMILES	Mot1-301 SUMO	Ecoli viability	HTR5A ag	PKA-R1A activ	DSG3 Ab inh	HTR5A inv ag	OPRM1-OPRD1 ag	phage Ecoli inh	AddAB inh	MOR-DOR inv ag	PfHsp90 set2
Cc1ccc(N2C(=O)C(Cl)=C(NCc3ccccc3)C2=O)c(C)c1	7.3	-0.9	-1.0	-5.7	108.0	-17.1	6.8	-2.3	3.8	-28.1	13.8
CSCCC(NS(=O)(=O)c1ccc(C)cc1)C(=O)NCCc1c[nH]c2ccccc12 (stereo unspecified)	7.6	3.2	4.2	11.1	107.0	5.3	-2.2	·	4.2	11.8	16.5
CN1CC(=O)N2[C@H](c3ccc4c(c3)OCO4)c3[nH]c4ccccc4c3C[C@@H]2C1=O	24.4	-1.3	3.4	2.2	114.6	-41.0	0.8	2.6	-3.0	-4.6	6.6
Cc1oc(-c2ccccc2F)nc1CS(=O)CC(=O)NCc1ccccc1 (stereo unspecified)	-15.5	-1.3	0.4	-9.4	101.8	7.8	-4.2	0.8	2.1	20.7	-17.5
Cc1ccccc1-c1nc(CS(=O)(=O)CC(=O)NCc2ccco2)c(C)o1	-7.6	-1.6	-5.7	-6.8	114.3	-10.1	0.1	1.8	2.1	-0.6	25.4
CCc1nnc(NS(=O)(=O)c2ccc(NC(=O)c3ccccc3O)cc2)s1	11.7	-1.2	0.8	4.1	94.4	-2.8	-1.7	-0.4	-2.9	8.6	9.4
Cc1ccc(NC(=O)CCn2cccc2)cc1Cl	-4.7	1.7	12.2	-2.8	108.2	-33.8	-2.2	2.6	3.3	12.6	6.9
CCN(CC(=O)NCc1ccc(Cl)cc1)C(=O)/C=C/c1ccco1	6.1	-0.5	2.9	1.6	118.7	-8.1	-1.9	3.7	1.4	9.1	·
Cc1ccc(C23CC4CC(CC(C(=O)OCC(=O)N(C)C)(C4)C2)C3)cc1	-20.8	-3.3	-3.5	6.6	99.5	12.6	-1.1	0.1	-0.9	5.0	4.7
COC(=O)c1scc(C)c1NC(=O)c1ccc(Cl)cc1	-4.1	-0.9	1.7	-1.3	105.7	-5.9	-2.8	·	0.7	12.5	-3.2
COc1ccc(-n2c(C)c([N+](=O)[O-])c3ccc(O)c(CN(C)C)c32)cc1	2.3	1.7	2.6	0.9	106.6	-7.1	-1.5	3.4	4.6	8.3	-6.5
COc1ccc(-n2cccc2/C=C2/NC(=O)N(c3cccc(Cl)c3)C2=O)cc1	-7.1	0.9	4.7	-2.6	·	10.9	-1.0	2.0	3.2	4.7	-17.0
CC(=O)Nc1ccccc1C(=O)C(=O)Nc1ccc(Cl)cc1	21.0	1.3	-1.4	-7.6	·	-21.2	-1.1	1.8	3.2	5.0	-2.3
N/C(=N\OC(=O)Oc1ccccc1)c1ccc([N+](=O)[O-])cc1	-0.9	0.4	-0.2	-8.9	81.8	8.5	-2.4	0.3	3.1	12.0	17.0
CCCn1c(SCC(=O)NC2CCCC2)nnc1C(C)C	57.4	-0.4	5.0	9.2	·	-14.3	-0.2	1.5	1.2	1.6	17.9
O=C1CSC(c2ccccc2[N+](=O)[O-])N1c1ccccc1 (stereo unspecified)	-15.6	0.6	3.5	-6.0	101.0	-12.6	-2.5	2.0	-0.5	12.5	11.5
CCOC(=O)N1CCN(C(=O)c2cccc(S(=O)(=O)Nc3ccc(F)cc3)c2)CC1	·	·	3.2	-2.7	96.5	-8.7	0.0	4.8	·	0.0	·
COc1cc(F)ccc1S(=O)(=O)N1CCN(c2ccccc2)CC1	209.0	-1.1	3.1	0.6	117.4	-11.7	-3.2	0.4	1.7	16.2	-4.2

Bioassay records (PubChem)
